WRN helicase inh = qHTS for Inhibitors of WRN Helicase | Bifunctional 3'-5' exonuclease/ATP-dependent helicase WRN (Homo sapiens), Q14191 | WRN helicase unwinding, fluorescent forked duplex, kinetic | Potency, µM (series often up to 114 µM), inactives show at the top dose activity change, negative = inhibition, most hits filed as inhibitors | 360,000 tested, 0.46% active | AID 651768, 2012; also: potency is read from the fitted curve at half-maximal effect; % is scaled to controls: 0 for no effect and ±100 for the full control effect; nearly all actives have a fitted effect of over 55% in size
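Enzyme (20 nM final) and test compound sit together 15 min at room temperature before substrate addition. Substrate is a single-forked duplex oligonucleotide (100 nM) labelled with fluorophore and quencher, with 2 mM ATP; helicase unwinding raises red fluorescence, read kinetically.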
PI5P4K alpha inh = qHTS for Inhibitors of phosphatidylinositol 5-phosphate 4-kinase (PI5P4K) | Phosphatidylinositol 5-phosphate 4-kinase type-2 alpha (Homo sapiens), P48426 | PI5P4Kalpha enzyme, ADP-Glo luminescence, 60 min; active compounds read low | max response, % | 330,000 tested, 1.2% active | AID 652105, 2013; active = max response of -50% or lower; inconclusive = between -30% and -50%; inactive = -30% or higher; also: value at the top dose of about 77 µM; % is scaled to controls: 0 for no effect and ±100 for the full control effect
Target sequence (P48426 whole entry, looked up): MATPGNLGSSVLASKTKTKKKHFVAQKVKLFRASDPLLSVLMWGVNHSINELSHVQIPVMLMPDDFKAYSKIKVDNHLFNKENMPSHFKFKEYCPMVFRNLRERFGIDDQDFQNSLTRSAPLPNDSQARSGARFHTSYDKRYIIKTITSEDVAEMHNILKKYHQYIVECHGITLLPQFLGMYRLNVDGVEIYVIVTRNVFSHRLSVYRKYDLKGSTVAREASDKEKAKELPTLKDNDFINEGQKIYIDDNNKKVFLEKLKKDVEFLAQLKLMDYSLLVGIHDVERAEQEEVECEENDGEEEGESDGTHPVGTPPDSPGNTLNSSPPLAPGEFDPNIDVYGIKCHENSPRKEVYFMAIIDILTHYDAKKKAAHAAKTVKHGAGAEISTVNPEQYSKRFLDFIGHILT
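Human PI5P4Kalpha with substrate in 0.038 M HEPES pH 7.4, 0.28 mM EGTA, 0.1% CHAPS, 5% DMSO; reaction started with 5 microM ATP (final), 60 min at room temperature. ADP formed read by ADP-Glo luminescence.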
IL-2 act = qHTS of IL-2 Activators; IL-2 activation reporter assay, cell-based qHTS; stimulated with anti-CD3/CD4/CD28 beads; in transgenic mouse T cells; activation, % (series mostly up to about 46 µM); 360,000 tested, 0.065% active; AID 652025, 2013; in the data active = activation above about 50%; inconclusive = mostly about 30% to 49%; also: 0% is about no effect
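Unstimulated transgenic mouse T cells, 750 per well, received compound and, after 60 minutes, anti-CD3/anti-CD4 bead plus anti-CD28 stimulation. EGFP and DsRed were quantified after 18 hours.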
PLK1 PBD block = qHTS for Inhibitors of PLK1-PDB (polo-like kinase 1 - polo-box domain): Primary Screen; Potency, µM, for inactives: max response, negative = inhibition, usual class: inhibitors; Serine/threonine-protein kinase PLK1 (Homo sapiens), P53350; 360,000 tested, 2.8% active; AID 720504, 2013; Plk1 PBD binding of FITC phosphopeptide, fluorescence polarization; also: potency is read from the fitted curve at half-maximal effect; series mostly up to about 57 µM; % is scaled to controls: 0 for no effect and ±100 for the full control effect; nearly all actives have a fitted effect of over 65% in size
Target sequence (P53350 whole entry, looked up, the tested form may be a part): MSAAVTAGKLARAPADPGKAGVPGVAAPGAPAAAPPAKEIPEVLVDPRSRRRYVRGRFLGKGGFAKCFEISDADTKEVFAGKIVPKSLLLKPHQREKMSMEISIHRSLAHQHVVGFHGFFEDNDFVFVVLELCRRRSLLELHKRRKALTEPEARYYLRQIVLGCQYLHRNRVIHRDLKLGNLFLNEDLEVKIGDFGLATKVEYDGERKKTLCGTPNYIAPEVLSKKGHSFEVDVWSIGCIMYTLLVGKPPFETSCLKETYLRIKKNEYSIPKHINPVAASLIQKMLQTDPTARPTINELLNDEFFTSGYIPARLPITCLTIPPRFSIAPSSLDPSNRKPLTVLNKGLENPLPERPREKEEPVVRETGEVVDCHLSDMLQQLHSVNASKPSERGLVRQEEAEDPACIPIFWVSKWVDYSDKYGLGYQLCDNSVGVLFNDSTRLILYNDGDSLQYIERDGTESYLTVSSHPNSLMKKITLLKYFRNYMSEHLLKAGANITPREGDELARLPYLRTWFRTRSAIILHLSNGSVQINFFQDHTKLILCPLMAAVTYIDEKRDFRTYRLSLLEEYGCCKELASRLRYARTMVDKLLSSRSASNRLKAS
CCT chaperon mod = High-Throughput Screening for Modulators of Cytosolic Chaperonin Activity; purified chaperonin ATPase assay, HTRF ADP detection, 30 min; activity change, % (no concentration beside the values), hits read low; 360,000 tested, 0.3% active; in the data active = activity change below about -30%; also: % is scaled to controls: 0 for no effect and ±100 for the full control effect
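ATPase activity: ADP formed was measured by HTRF Transcreener (665/615 nm ratio) after 30 min at 37 deg C with 10 uM ATP. Compounds screened at one 76 uM concentration against 40 or 20 nM TRiC in Tris pH 7.4/KCl/MgCl2/DTT buffer.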
EPAC1 agonist = qHTS for Agonist of cAMP-regulated guanine nucleotide exchange factor 3 (EPAC1): primary screen. EPAC1 agonist qHTS, biochemical assay; response scale: 100% = response to 6.5 mM cAMP. AID 720707, 2013. Potency, µM (titrated, usually from 154 µM), without a hit: at the highest dose activation, hits mostly activators. 360,000 tested, 0.073% active; also: potency is read from the fitted curve at half-maximal effect; nearly all actives have a fitted effect of over 60% in size
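EPAC1 100 nM, Rap1B–BODIPY-GDP 250 nM, unlabeled GDP 50 uM; compound titration; 5 min RT; kinetic read ex480/em540 at 5-min intervals ×30 min; data normalized to 6.5 mM cAMP agonist control.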
EPAC2 agonist = qHTS for Agonist of cAMP-regulated guanine nucleotide exchange factor 4 (EPAC2): primary screen; EPAC2 activation, biochemical qHTS; response scale: 100% = 6.5 mM cAMP response; Potency, µM (doses to about 154 µM), for the others: at the highest dose activation, actives largely listed as activators; 360,000 tested, 0.079% active; AID 720711, 2013; also: potency is read from the fitted curve at half-maximal effect; nearly all actives have a fitted effect of over 50% in size
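Each well held 100 nM EPAC2, 250 nM RAP1B-BODIPY-GDP and 50 uM GDP. Fluorescence, read at 5-min intervals to 30 min, was referenced to a 6.5 mM cAMP positive control.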
EPAC1 antag = qHTS for Antagonist of cAMP-regulated guanine nucleotide exchange factor 3 (EPAC1): primary screen. EPAC1 GEF assay, Rap1b-BODIPY-GDP exchange fluorescence. AID 720709, 2013. 360,000 tested, 0.14% active. Potency, µM (titrated, usually from 115 µM), for the others: top-dose activity change, negative = inhibition, actives largely listed as inhibitors;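 also: potency is read from the fitted curve at half-maximal effect; plate controls were vehicle for no effect and positive control for full effect; nearly all actives have a fitted effect of over 50% in size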
An asterisk follows results filed as active; ? = inconclusive; nt = no result given; [ ] = dose if it differs, or a comment. Unless noted, calls follow the shape of the dose curve; as a rule, active = well fitted curve in the direction sought with a large enough effect; inconclusive = small, poorly fitted or top-dose-only effect, or another doubt; inactive = no such curve, though single readings can be large; an effect the other way counts as inactive or inconclusive. A portion of the library, so the mix of outcomes need not match the whole.

Compound,WRN helicase inh,PI5P4K alpha inh,IL-2 act,PLK1 PBD block,CCT chaperon mod,EPAC1 agonist,EPAC2 agonist,EPAC1 antag
CCS(=O)(=O)/N=C(\N)c1ccccc1,-1.5%,nt,-0.9,-1.8%,-5.8,-2.4%,1.9%,-3.7%
O=c1[nH]c(CSc2nc3ccccc3o2)nc2c1cnn2-c1ccccc1,-2.6%,1.2,-0.2,-15.7%,-4.9,-5.1%,6.3%,-7.1%
COC(=O)c1ccccc1NC(=O)Nc1cnccn1,5.0%,-0.4,-2.1,-0.3%,0.2,-6.5%,3.4%,1.2%
CN(CC(=O)NC(=O)NC1CCCCC1)CC(=O)Nc1ccccc1C(F)(F)F,4.3%,8.4,-1.8,-2.5%,-0.9,-9.9%,-4.5%,-3.6%
Cc1ccc(C)c(SCC(=O)Nc2oc(C)c3c(C)n[nH]c(=O)c23)c1,-5.7%,-6.2,0.5,-21.1%,0.2,2.6%,-3.2%,-16.1%
COCCCN(C(=S)Nc1ccc(C)cc1Cl)C(C)c1ccncc1 (centres undefined),-16.2%,0.3,1.3,-5.1%,2.1,-1.9%,-0.2%,5.0%
CC(=O)Nc1ccc(NC(=O)C2CC(=O)N(Cc3ccco3)C2)cc1 (centres undefined),7.9%,2.4,-2.6,-5.0%,0.0,1.9%,-0.6%,18.4%
Cc1ccc(C)c(N)c1,-11.3%,-4.6,-0.1,-2.4%,0.6,-16.8%,-0.9%,18.8%
COc1ccc(-c2ncc(CN3CCN(CCC(C)C)C(CCO)C3)cn2)cc1 (centres undefined),5.6%,1.6,-3.6,-1.2%,0.6,7.3%,-3.0%,14.9%
Cc1cc(Cl)ccc1C(O)c1ncc(-c2ccc(Cl)cc2)[nH]1 (centres undefined),-0.2%,16.7,-0.3,-14.7%,-0.4,9.7%,15.0%,-10.6%
Cc1ccc(CNC(=O)CCSCc2ccccc2F)cc1,2.4%,9.2,0.8,-5.8%,1.0,-6.2%,18.0%,-14.6%
CCC(C(=O)Nc1cccc(S(=O)(=O)N(C)c2ccccc2)c1)c1ccccc1 (centres undefined),-29.2%,13.5,-6.3,-9.8%,3.1,19.2%,5.2%,-2.7%
CC(/C=N\NC(=O)c1ccc2c(c1)OCO2)c1ccccc1 (centres undefined),-2.6%,-5.4,-2.9,-11.3%,-0.3,-9.8%,4.7%,-5.9%
COc1ccc(COC(=O)N/N=C(\C)CC(=O)Nc2ccc(Cl)cn2)cc1,-5.4%,-1.0,0.3,6.8%,-2.4,-2.7%,4.0%,2.0%
CCOC(=O)c1c(C)[nH]c(C(=O)CSc2nnc(-c3ccncc3)n2CC)c1C,-11.7%,nt,0.1,-2.9%,-6.2,5.8%,7.4%,-2.6%
Cc1ccc(C23CC4CC(CC(C(=O)NCC(=O)O)(C4)C2)C3)cc1,3.2%,2.7,1.0,-9.2%,-0.6,-15.5%,5.8%,7.8%
CC[C@@]1(C(=O)OC)N[C@H](CN(C)S(=O)(=O)c2ccc(OC)cc2)[C@@H]2C(=O)N(C)C(=O)[C@@H]21,-1.0%,-15.0,-0.1,-11.0%,0.3,-13.8%,0.6%,-29.5%
Cn1c(=O)[nH]c(=O)c2c1nc(CN1CCN(c3cccc(Cl)c3)CC1)n2CCN1CCOCC1,-0.3%,10.3,-0.1,-2.5%,-0.5,1.4%,-8.0%,-13.5%
COc1cccc(CN2CC(C(=O)NC3(c4ccccc4)CC3)CCC2=O)c1 (centres undefined),-12.9%,-6.5,1.0,-1.3%,0.1,6.9%,6.0%,-9.3%
COC(=O)C1=C(C)NC(=O)C1(Nc1ccc(Cl)cn1)C(F)(F)F (centres undefined),-2.3%,nt,5.0,2.9%,-1.2,1.7%,-1.4%,11.7%

Record cards (already shown).
`CN(CC(=O)NC(=O)NC1CCCCC1)CC(=O)Nc1ccccc1C(F)(F)F` in the list: WRN helicase inh = 4.3%; PI5P4K alpha inh = 8.4; IL-2 act = -1.8; PLK1 PBD block = -2.5%; CCT chaperon mod = -0.9; EPAC1 agonist = -9.9%; EPAC2 agonist = -4.5%; EPAC1 antag = -3.6%
`CC(=O)Nc1ccc(NC(=O)C2CC(=O)N(Cc3ccco3)C2)cc1` (centres undefined) in the list: WRN helicase inh = 7.9%; PI5P4K alpha inh = 2.4; IL-2 act = -2.6; PLK1 PBD block = -5.0%; CCT chaperon mod = 0.0; EPAC1 agonist = 1.9%; EPAC2 agonist = -0.6%; EPAC1 antag = 18.4%

Copied from the results shown, 2 compounds:
Compound,WRN helicase inh,PI5P4K alpha inh,IL-2 act,PLK1 PBD block,CCT chaperon mod,EPAC1 agonist,EPAC2 agonist,EPAC1 antag
CCS(=O)(=O)/N=C(\N)c1ccccc1,-1.5%,nt,-0.9,-1.8%,-5.8,-2.4%,1.9%,-3.7%
O=c1[nH]c(CSc2nc3ccccc3o2)nc2c1cnn2-c1ccccc1,-2.6%,1.2,-0.2,-15.7%,-4.9,-5.1%,6.3%,-7.1%

(list continues)
Compound,WRN helicase inh,PI5P4K alpha inh,IL-2 act,PLK1 PBD block,CCT chaperon mod,EPAC1 agonist,EPAC2 agonist,EPAC1 antag
COc1ccc(OC)c2sc(NC(=O)C3=COCCO3)nc12,7.6%,4.2,0.1,-3.6%,-0.4,-19.1%,13.2%,?
COc1ccc2[nH]c(C(=O)N3CCN(c4ccccc4F)CC3)c(C)c2c1,-0.3%,-3.8,7.8,-3.2%,-0.1,0.5%,5.7%,7.9%
COc1ccccc1C(=O)N/C(N)=N/c1nc2ccccc2o1,?,-4.4,0.1,2.9%,-2.8,16.3%,3.3%,-2.9%
CC(=O)Oc1cc(OC(C)=O)c2c(C)cc(=O)oc2c1,-8.2%,-9.7,0.2,-16.9%,-1.6,4.6%,-0.4%,-12.3%
CCOCCn1cnc2sc(C(=O)NCC(=O)OCC)c(C)c2c1=O,8.4%,-3.5,1.6,-1.2%,-0.4,-6.4%,-0.6%,11.7%
Cc1ccc(S(=O)(=O)Nc2c(C)nn(C)c2C)cc1,2.5%,nt,-2.1,-5.5%,-4.2,2.6%,7.2%,5.0%
O=C(CCl)Nc1ccc(-c2ccccc2)cc1,-7.5%,0.2,-1.0,-16.4%,2.2,-3.1%,-0.9%,-14.6%
CCOc1ccc(-n2c(C)nc3cc(C(=O)NCC4CCCO4)ccc32)cc1 (centres undefined),-1.9%,3.9,-1.4,-11.7%,-1.2,3.4%,8.7%,-1.6%
Cc1sc(NC(=O)CCS(=O)(=O)c2ccccc2)c(C#N)c1C,-15.6%,?,-2.7,13.4µM*,-1.9,-7.7%,-0.6%,7.7%
COc1ccc(S(=O)(=O)N(C)CC(=O)NCCC2=CCCCC2)cc1,1.5%,-4.9,1.1,-8.6%,1.3,-4.4%,-4.5%,-7.1%
Cc1ccc2c(c1)c1nnc(SCC(=O)Nc3cccc(Cl)c3C)nc1n2CC(=O)O,?,-4.7,1.8,-7.8%,-2.9,-4.4%,-7.9%,-15.6%
CCC(C)NC(=O)C(=O)NCC1CCCN1CC (centres undefined),13.0%,3.9,1.7,0.9%,0.6,-6.9%,0.8%,-29.9%
CN(C)c1cccc(C(=O)NC2CCCCCC2)c1,3.4%,2.4,-1.1,-20.5%,-0.6,-1.5%,0.1%,-11.2%
Cc1ccccc1OCC(=O)NCCCNC(=O)c1ccco1,-0.5%,2.5,0.0,-3.3%,-2.4,5.0%,9.7%,1.0%
CCOc1ccc(/C=N/N2C(C)CCCC2C)cc1OC (centres undefined),1.0%[57.1 µM],3.9,4.3,-7.8%,-0.9,3.4%,9.6%,-24.7%
O=C(NC1CCCC1)C1CCN(C(=O)NCc2ccccc2)CC1,3.4%,-0.3,1.1,-7.1%,-4.4,8.7%,6.0%,1.1%
O=C(O)[C@@H]1Cc2ccccc2N1,-3.3%,?,0.8,-4.3%,-0.4,14.5%,0.7%,1.1%
[O-]/C(=C(\C(=S)NCc1ccc2c(c1)OCO2)[n+]1ccccc1)c1ccc(Cl)s1,-10.6%,-1.0,4.1,?,-1.2,19.9%,6.7%,2.0%
NC(=O)/C(=N\OC(=O)c1ccco1)c1nc(-c2ccc(Br)cc2)cs1,-31.7%,-69.4*,-0.1,5.32µM*,-1.4,3.2%,-11.5%,-27.5%
COc1ccc(C(=O)Nc2ccccc2C(=O)NCc2ccco2)cc1OC,-5.2%,nt,-1.9,-0.9%,0.9,10.0%,-1.4%,14.0%
Cc1cc(CSCc2ccc(Cl)cc2)no1,-3.4%,0.4,-0.7,3.7%,-1.0,3.9%,6.7%,-12.4%
CCOC(=O)Cn1nc(-c2ccccc2)nc1-c1ccccc1,-2.0%,2.4,-1.6,-22.3%,-1.8,6.4%,12.3%,-21.6%
CC(C)OC(=O)CSc1nnc(-c2cnccn2)n1Cc1ccco1,-3.8%,7.3,-0.9,-8.9%,-0.5,14.6%,-84.3%[15.6 µM],-9.5%
COCCn1c(C)cc(C(=O)COC(=O)c2ccc(Br)o2)c1C,18.3%,3.5,-0.5,-12.7%,-0.5,1.6%,8.9%,-16.8%
Cc1ccc(CS(=O)(=O)CCC(=O)NCc2ccc(F)cc2)cc1,0.0%[57.1 µM],-0.3,-0.4,-5.3%,0.8,12.3%,4.0%,12.2%
Cc1ccc(S(=O)(=O)c2cccc(S(=O)(=O)N3CCOCC3)c2)cc1S(=O)(=O)N1CCOCC1,-3.4%,0.1,-2.2,-7.4%,0.3,0.3%,6.4%,-3.2%
COc1ccc(C2(c3ccc(OC)cc3)NC(=O)N(CC(=O)NC3CCS(=O)(=O)C3)C2=O)cc1 (centres undefined),5.8%,-1.4,1.0,1.1%,0.2,-1.3%,-3.5%,-7.7%
CCOc1ccc(S(=O)(=O)Nc2nc3ccccc3nc2Nc2ccc(N3CCOCC3)cc2)cc1,-20.3%,12.1,2.7,-17.1%,-1.7,14.5%,-8.6%,2.7%
